KCNH2 WT inh = inhibitors of human wildtype KCNH2 potassium channel; Q12809; U2OS, BacMam KCNH2, thallium flux FluxOr; active compounds read low; activity change, % at 1.84 µM; 340,000 compounds, 0.37% hits; AID 720551;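 active = maximum activity change below -70%; inconclusive = maximum activity change between -70% and -50%; inactive = maximum activity change above -50%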; also: % is scaled to controls: 0 for no effect and ±100 for the full control effect
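U2OS cells transduced with wild-type KCNH2 virus are loaded with FluxOr dye for 45 min, and thallium flux is measured in kinetic reads before and after stimulation buffer. Rate constants are normalized to DMSO controls.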
KCNH2 3.1 inh = inhibitors of human KCNH2 3.1 potassium channel isoform; 340,000 compounds, 0.95% hits; activity change, % (tested at about 1.8 µM); U2OS KCNH2 3.1, thallium flux FluxOr; active compounds read low;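 active = maximum activity change below -70%; inconclusive = maximum activity change from -70% to -50%; inactive = maximum activity change above -50%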;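 also: thallium influx rate constant from kinetic fluorescence after stimulation buffer; % is scaled to controls: 0 for no effect and ±100 for the full control effect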
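Kinetic fluorescence (2 min after stimulation buffer) measures Tl+ influx through KCNH2 3.1 expressed by viral transduction in U2OS cells; the rate constant is normalized against DMSO controls serving as positive and negative references.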
FBPA coupling cs = coupling enzyme interference in Giardia aldolase counter-screen; activity change, negative = inhibition, % at 58.2 µM, hits read low; coupling enzyme system counterscreen, AmpLite Red fluorescence; 290,000 compounds, 0.67% hits; AID 2472; in the data active = activity change below about -30%; also: % is scaled to controls: 0 for no effect and ±100 for the full control effect
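Compounds tested against the coupling enzymes alone at 57.5 uM final; readout was AmpLite Red fluorescence (525/598 nm) after 20 min at RT.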
Integrin act MD = activators of alpha7 integrin expression for muscular dystrophy. alpha7betagal myoblasts, beta-gal FDG fluorescence, 48 h. Potency, µM (top dose mostly 38.3 µM), without a hit: at the highest dose activation, hits mostly activators. 350,000 compounds, 0.064% hits;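 also: potency is read from the fitted curve at half-maximal effect; 100% = response of the positive control SU9516; nearly all actives have a fitted effect of over 60% in size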
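alpha7betagal+/- myoblasts (passage 13, 250/well) treated 48 h at 37C with compounds at 1:260 dilution of DMSO stock. Lysed, then beta-galactosidase activity read as FDG fluorescence (ex 480/em 540) after 30 min, with pre-read for autofluorescence.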
TRPV1 ag = agonists of human vanilloid receptor 1 (TRPV1); Q8NER1; TRPV1-expressing cells, Fluo-8 calcium influx, agonist mode; activation, % at 8.33 µM; 320,000 compounds, 0.19% hits; in the data active = activation above about 80%; inconclusive = between about 30% and that limit; also: 0% is about no effect
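Fluo-8 calcium influx in TRPV1-expressing cells, kinetic read (ex 480/em 520 nm). Compound added and read 3 min for agonist activity, followed by capsaicin at EC20 final and 2 min further read for enhancement.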
GALK inhibitor = blocks human galactokinase activity. AID 1868. Potency, µM (titrated, usually from 57.5 µM), for inactives: top-dose activity change, negative = inhibition, usual class: inhibitors. 270,000 compounds, 0.007% hits. P51570. Purified GALK, Kinase-Glo residual ATP luminescence; also: potency is read from the fitted curve at half-maximal effect; % is scaled to controls: 0 for no effect and ±100 for the full control effect
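GALK at 5 nM final was combined with compound, 35 uM ATP and 100 uM galactose in HEPES pH8.0 with MgCl2 and DTT. The reaction ran one hour at room temperature before luminescent ATP detection.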
S-ASM inh = blocks human secretory acid sphingomyelinase. P17405. placental ASM, HMU-PC fluorogenic substrate, 60 min. Potency, µM (series often up to 57.5 µM), inactives show at the highest dose activity change, negative = inhibition, actives largely listed as inhibitors. 340,000 compounds, 0.006% hits. AID 504937; also: potency is read from the fitted curve at half-maximal effect
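Human placenta-derived ASM enzyme was preincubated with compound for 10 minutes at room temperature, then given fluorogenic substrate HMU-PC0 (9 uM final) for 60 minutes at 37 °C; a pH 10 stop preceded fluorescence reading at Ex 386/Em 447 nm.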
A-T KAP1 phos = potential ataxia-telangiectasia treatment | Potency, µM (highest dose often 57.5 µM), for inactives: at the highest dose activation, usual class: activators | 320,000 compounds, 0.19% hits | AID 485349 | […] A-T fibroblasts, KAP-1 phosphorylation AlphaLISA; neocarzinostatin DNA damage 30 min before lysis; also: potency is read from the fitted curve at half-maximal effect; % of control where 0% means no effect; nearly all actives have a fitted effect of over 45% in size
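hTERT-immortalized A-T patient fibroblasts ([…]), 500 cells/well in OPTI-MEM, 1% FBS, got compounds for 60 min, then NCS for 30 min at 37C. Lysates were then assayed for phospho-KAP-1 by AlphaLISA (anti-pKAP1 donor, anti-KAP1 acceptor beads), 6 hr at 25C.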
MBNL1 CUG block = MBNL1-poly(CUG) RNA binding inhibition; TR-FRET MBNL1-His/biotin-(CUG)12 binding, 665/545 ratio; Potency, µM (doses to about 57.5 µM), without a hit: at the top dose activity change, negative = inhibition, hits mostly inhibitors; 280,000 compounds, 0.036% hits; active = well fitted inhibition curve with a large enough effect in the signal ratio, with a control signal flat, not every such curve was filed as active; inconclusive = small, poorly fitted or top-dose-only effect, or effect the other way, or a change in a side signal; inactive = no such curve, though single readings can be large or run the other way; the % refers to the signal ratio; also: potency is read from the fitted curve at half-maximal effect; % is scaled to controls: 0 for no effect and ±100 for the full control effect
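His-tagged MBNL1 binding to biotinylated (CUG)12 RNA was measured by TR-FRET using terbium anti-His antibody (0.055 ng/ul final) and streptavidin-XL665 (5 nM final). Compounds were titrated 92 nM to 58 uM; 60 min at room temperature.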
MLL CXXC-DNA inh = blocks binding of human MLL CXXC domain to DNA; 290,000 compounds, 0.037% hits; Potency, µM (top dose mostly 115 µM), without a hit: at the highest dose activity change, negative = inhibition, most hits filed as inhibitors; MLL-CXXC / FITC-HOXA9 DNA fluorescence polarization; active = well fitted inhibition curve with a large enough effect in the polarisation, with a control signal flat, not every such curve was filed as active; inconclusive = small, poorly fitted or top-dose-only effect, or effect the other way, or a change in a side signal; inactive = no such curve, though single readings can be large or run the other way; the % refers to the polarisation; also: potency is read from the fitted curve at half-maximal effect
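Steps: dispense CXXC domain solution (7 uM) → pin compounds or unlabeled HOX-A9 DNA control → 5 min ambient → add FLSN-HOX-A9 solution (50 nM) → spin → 30 min ambient → fluorescence polarization. Tris pH 7.5/NaCl/DTT/BSA buffer.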
Active calls of the source: *; i = inactive; ? = inconclusive; / = no result given; [ ] = another dose, or the depositor's remark. Unless noted, calls follow the shape of the dose curve; as a rule, active = well fitted curve in the direction sought with a large enough effect; inconclusive = small, poorly fitted or top-dose-only effect, or another doubt; inactive = no such curve, though single readings can be large; an effect the other way counts as inactive or inconclusive.

SMILES	KCNH2 WT inh	KCNH2 3.1 inh	FBPA coupling cs	Integrin act MD	TRPV1 ag	GALK inhibitor	S-ASM inh	A-T KAP1 phos	MBNL1 CUG block	MLL CXXC-DNA inh
COc1ccc(NC(=O)CSc2nccn2C)cc1S(N)(=O)=O	-5	10	4	1%	5	8%	0%	-2%	6%	-5%
Cc1cccc(NC(=O)/C(C#N)=C\c2cccnc2)c1	1	-3	-2	4%	1	-6%	2%	-8%	-2%	4%
CC(C)N(Cc1ccccc1)C(=S)NC(=O)C1(C)CC1(Cl)Cl (stereo not given)	-8	10	0	6%	-3	-5%	0%	0%	-2%	15%
CC(C)[C@H](NS(=O)(=O)c1ccccc1)C(=O)OCC(=O)Nc1cccc(S(N)(=O)=O)c1	1	-6	/	-2%	/	/	2%	-7%	/	/
O=C(Nc1ccc(C(=O)NCC2CCN(Cc3ccccc3F)CC2)cc1)C1=CSCCO1	2	-2	/	17%	0	1%	9%	-5%	-1%	-3%
Cn1cc(Br)c(C(=O)Nc2sc3c(c2C(N)=O)CCCC3)n1	2	4	-6	15%	-1	-2%	12%	-17%	5%	20%
COC(=O)/C(C#N)=C/c1c(Oc2cccc(C)c2)nc2ccccn2c1=O	-2	23	-3	-28%	1	-1%	15%	15%	2%	-1%
COc1ccccc1N(C)S(=O)(=O)c1ccc(Cl)c(C(=O)OCc2c(C)noc2C)c1	-4	5	2	-30%	11	-1%	-3%	3%	-1%	-8%
CCCn1c(SCC(=O)Nc2nc(C)c(C(=O)OC)s2)nnc1C(C)C	-11	-5	1	-6%	0	0%	1%	-6%	0%	0%
COc1cc(OC)cc(C(=O)NCCOc2ccccc2)c1	3	25	0	8%	2	0%	2%	0%	-9%	-2%
NS(=O)(=O)c1cccnc1Nc1c(Cl)cccc1Cl	7	-6	-10	28%	0	-4%	5%	5%	5%	2%
COc1cccc(N2CCN(c3cnc4ccccc4n3)CC2)c1	-5	-2	1	23%	27	11%	-7%	3%	/	1%

3 entries already listed, sorted by their value in MLL CXXC-DNA inh, low to high.
Compound,MLL CXXC-DNA inh
O=C(Nc1ccc(C(=O)NCC2CCN(Cc3ccccc3F)CC2)cc1)C1=CSCCO1,-3%
NS(=O)(=O)c1cccnc1Nc1c(Cl)cccc1Cl,2%
CC(C)N(Cc1ccccc1)C(=S)NC(=O)C1(C)CC1(Cl)Cl (stereo not given),15%

More compounds follow:
SMILES	KCNH2 WT inh	KCNH2 3.1 inh	FBPA coupling cs	Integrin act MD	TRPV1 ag	GALK inhibitor	S-ASM inh	A-T KAP1 phos	MBNL1 CUG block	MLL CXXC-DNA inh
O=C(CCc1nc2ccccc2[nH]c1=O)OCc1ccc(S(=O)(=O)N2CCOCC2)cc1	12	8	4	25%	21	-1%	8%	-5%	7%	1%
O=C(O)Cc1sc(Nc2ccc(F)cc2)nc1-c1cccs1	1	0	1	7%	0	3%	4%	-18%	7%	9%
COc1cccc(CNC(=O)CCC2CCCN(C(=O)c3cc4ccccc4o3)C2)c1 (stereo not given)	11	-7	1	-11%	24	2%	4%	5%	5%	10%
COc1ccc(CCNC(=O)c2n[nH]c(=O)c3ccccc23)cc1	1	-1	1	6%	3	-1%	0%	-9%	-9%	-5%
Nc1ncnc2c1cnn2C1CCCCC1	-7	4	0	?	-3	9%	-2%	-7%	-1%	13%
Cc1cc(/C=N/NC(=O)C(=O)NCc2ccccn2)c(C)n1-c1cccc(Br)c1	i	-11	2	?	-3	-2%	-4%	-9%	-3%	-7%
COc1ccc(/C=C/C(=O)NCc2cn(C)nc2C)cc1COc1ccc(Cl)cc1Br	-3	5	-2	15%	?	0%	3%	-1%	10%	?
O=C(NCc1ccco1)C1CC(=O)N(CCc2ccccc2)C1 (stereo not given)	4	1	-4	10%	-8	0%	2%	-7%	11%	-1%
O=C(OCCOCCN=C1NS(=O)(=O)c2ccccc21)c1ccncc1	3	8	2	-1%	-1	6%	0%	6%	15%	5%
COc1cc(OC)cc(C(=O)Nc2cccc(NC(C)=O)c2)c1	-15	1	0	-11%	1	1%	0%	-3%	-14%	-12%
Cc1ccc(Cl)cc1NC(=O)CNC(=O)N1CC(=O)Nc2ccccc21	1	-20	1	-16%	1	0%	3%	-4%	-5%	8%
CCOc1ccccc1NC(=O)Nc1cnccn1	-3	-1	1	9%	-12	-1%	-2%	-4%	-12%	-1%
O=C(Cc1ccc(-n2c(=O)[nH]c3ccccc3c2=O)cc1)N1CCN(c2ccccc2)CC1	1	1	0	9%	2	-1%	3%	3%	-5%	10%
CCOC(=O)c1cnc2nc(C)nn2c1N	-5	-1	3	-37%	2	-2%	5%	-1%	3%	-2%
COc1cccc(CCNC(=O)C2CCCN(c3ncnc4c3nc3n4CCCCC3)C2)c1OC (stereo not given)	2	-2	1	-5%	3	0%	0%	-2%	-11%	-2%
CSc1sc(-c2nnc(SCC(=O)Nc3ccccc3)n2C)c2c1C=CCC2	-6	4	0	-12%	-2	/	-4%	-2%	49%[activator]	0%
CC(NC(=O)C(C(=O)c1cccc([N+](=O)[O-])c1)n1cc(Cl)ccc1=O)c1ccccc1 (stereo not given)	1	9	4	5%	-2	-2%	1%	-1%	18%	0%
COCCCN1C(=O)c2ccc(C(=O)N3CCN(c4ccc(OC)cc4)CC3)cc2C1=O	-3	-7	-1	2%	10	7%	-1%	4%	5%	6%
COc1ccc(-c2cnn3c(N)c(S(=O)(=O)c4ccccc4)cnc23)cc1	-5	-9	-1	-13%	2	-1%	-15%	1%	6%	?
COc1ccccc1C(O)(c1ccccc1)c1ccccc1OC	3	5	/	15%	/	/	0%	/	/	/
O=C(c1cccc(S(=O)(=O)N2CCc3ccccc32)c1)N1CCN(CCO)CC1	2	-11	/	-1%	/	/	3%	2%	/	/
Cn1c(=O)c2c(ncn2CC(=O)OCc2ccccc2)n(C)c1=O	5	15	2	9%	1	8%	1%	-2%	-8%	2%
NS(=O)(=O)c1ccc(NC(=O)/C=C/c2ccco2)cc1	-5	5	-2	18%	27	-3%	-5%	0%	?	-3%
Cc1ccc2c(Cl)cc(Cl)c(OCc3c(C)noc3C)c2n1	-10	11	-2	-15%	-4	1%	-2%	12%	0%	3%
COC(=O)Nc1ccc2c(c1)Nc1ccccc1CC2	-10	-7	0	19%	16	-4%	-7%	3%	3%	-6%
COC(=O)c1ccccc1NC(=O)C1CCN(S(C)(=O)=O)CC1	2	-2	2	24%	3	-3%	-3%	4%	?	-1%
CCOC(=O)c1c(C)nc2ccc(C)cn12	-10	0	2	-3%	0	0%	2%	-4%	-2%	10%
CCCC[N+](C)(C)CCC(=O)NC(C)(C)CS(=O)(=O)[O-]	-26	-12	-1	19%	-4	0%	2%	4%	-21%	6%
COc1cc(C(=O)Nc2scc(-c3ccc(Br)cc3)c2C(=O)O)cc(OC)c1OC	3	6	-7	26%	-10	0%	?	10%	-3%	-13%
Cc1cc(=O)n2nc(N3CCCC(C(=O)NCc4ccc(Cl)cc4)C3)sc2n1 (stereo not given)	-9	-15	/	1%	1	-6%	-2%	8%	-3%	-4%
COc1ccc(/C=N/n2cnc3scc(-c4cccs4)c3c2=O)cc1OC	0	7	0	22%	-1	0%	3%	6%	-8%	5%
Cc1ccc2cc(C#N)c(SCC(=O)NCc3ccco3)nc2c1	-2	4	1	-32%	2	7%	0%	-5%	49%[activator]	0%
Cc1cc(C)cc(N(CC(=O)N2CCCC2)S(C)(=O)=O)c1	3	5	0	1%	-1	6%	5%	0%	1%	1%
O=C(Nc1ccccc1N1CCCC1)c1ccc(Cl)c(S(=O)(=O)N2CCOCC2)c1	-9	0	/	-29%	12	/	1%	-1%	/	/
COc1ccc(NC(=O)C2CCCN2S(=O)(=O)c2ccc3c(c2)CCC(=O)N3)cc1Cl (stereo not given)	-3	1	0	13%	0	0%	3%	-18%	-11%	4%
C=CCn1c(CCc2ccccc2)nnc1SCC(=O)OC	14	8	-1	31%	1	-1%	5%	-2%	-6%	4%
Fc1ccc(C(c2nnnn2CCc2ccccc2)N2CCCc3ccccc32)cc1 (stereo not given)	1	-40	0	-40%	-2	5%	-1%	/	-1%	-13%
CCn1c(COc2ccc(=O)n(-c3ccccc3)n2)nnc1SCc1cccc(OC)c1	7	-9	1	20%	-1	0%	11%	-2%	5%	-4%
CCOC(=O)C1=C(N)Oc2c(oc(CO)cc2=O)C1c1ccc(F)cc1 (stereo not given)	-6	-13	4	-17%	3	-1%	-1%	-4%	-4%	-3%
CC(C)[C@H](NC(=O)c1ccccc1F)C(=O)NC1CCCCCCC1	2	8	/	9%	/	/	-2%	-5%	/	/
Cc1noc2ncnc(N3CCN(c4ccc(F)cc4)CC3)c12	/	2	1	0%	-2	1%	3%	4%	/	-4%
